ADAM10 inh: inhibitors of human ADAM10; recombinant ADAM10, EDANS/DABCYL FRET peptide cleavage, 3 h; 0.62% of 370,000 active; inhibition, % at 7 µM;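 active means inhibition above a per-campaign cutoff equal to the mean of compounds falling between control-based bounds plus 3 SD, cut at about 20% in these data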;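 further: 0% = DMSO wells while the 100% control is not disclosed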
DDE Tn6 FP inh: inhibitors of Tn6 peptide binding to human fibrin DD(E) | Fibrin DD(E) TRITC-Tn6 fluorescence polarization displacement | inhibition, % at 8.3 µM | P02675 | 0.21% of 370,000 active | AID 720509;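 active means inhibition above a per-campaign cutoff: mean of compounds within control limits plus 3 SD, cut at about 15% in these data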;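 further: 0% = median of all compound wells on the plate and 100% = blocking peptide control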
PLC-gamma1 inh: PLC-gamma1 (human) inhibition, primary screen; AID 720700; purified PLC-gamma1, fluorogenic substrate, fluorescence; inhibition, % at 12.2 µM; 0.84% of 370,000 active; in the data active means inhibition above about 9.5%
Target sequence (P19174 whole entry, looked up): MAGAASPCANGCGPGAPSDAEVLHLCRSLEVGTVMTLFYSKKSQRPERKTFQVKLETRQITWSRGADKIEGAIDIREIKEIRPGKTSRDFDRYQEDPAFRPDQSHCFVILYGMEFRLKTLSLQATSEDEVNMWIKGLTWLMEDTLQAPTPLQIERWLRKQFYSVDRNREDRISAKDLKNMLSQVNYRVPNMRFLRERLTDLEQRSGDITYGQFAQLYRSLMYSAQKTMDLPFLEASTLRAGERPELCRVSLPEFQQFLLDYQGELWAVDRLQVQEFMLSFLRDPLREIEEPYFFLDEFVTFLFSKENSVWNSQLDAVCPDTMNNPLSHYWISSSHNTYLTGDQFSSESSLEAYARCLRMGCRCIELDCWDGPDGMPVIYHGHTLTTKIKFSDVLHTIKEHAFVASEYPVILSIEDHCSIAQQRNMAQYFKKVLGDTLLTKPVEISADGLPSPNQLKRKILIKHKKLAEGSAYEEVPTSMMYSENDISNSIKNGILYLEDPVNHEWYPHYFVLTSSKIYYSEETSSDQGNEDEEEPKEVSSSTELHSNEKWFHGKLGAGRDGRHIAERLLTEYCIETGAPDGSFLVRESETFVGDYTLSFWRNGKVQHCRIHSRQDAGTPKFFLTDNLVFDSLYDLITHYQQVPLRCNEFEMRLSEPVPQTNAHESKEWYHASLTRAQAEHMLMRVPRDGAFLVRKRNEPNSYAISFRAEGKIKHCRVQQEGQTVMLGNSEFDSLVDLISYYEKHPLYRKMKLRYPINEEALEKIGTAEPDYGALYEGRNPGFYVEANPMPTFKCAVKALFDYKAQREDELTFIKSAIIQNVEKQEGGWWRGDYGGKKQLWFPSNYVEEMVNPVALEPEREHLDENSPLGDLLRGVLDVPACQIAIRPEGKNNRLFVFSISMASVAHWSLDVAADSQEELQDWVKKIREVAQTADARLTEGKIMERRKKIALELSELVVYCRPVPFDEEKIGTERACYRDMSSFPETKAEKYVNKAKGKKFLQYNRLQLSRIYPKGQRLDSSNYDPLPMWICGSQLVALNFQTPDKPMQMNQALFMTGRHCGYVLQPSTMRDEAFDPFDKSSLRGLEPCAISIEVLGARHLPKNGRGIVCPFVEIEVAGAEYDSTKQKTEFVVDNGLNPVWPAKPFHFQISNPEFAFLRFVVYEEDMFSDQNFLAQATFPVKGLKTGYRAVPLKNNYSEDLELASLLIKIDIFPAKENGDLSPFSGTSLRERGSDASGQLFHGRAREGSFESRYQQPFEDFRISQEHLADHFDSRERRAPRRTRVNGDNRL
ASAP1 GAP inh: ASAP1 ArfGAP inhibition; Q9ULH1; ASAP1-stimulated ARF1 GTP hydrolysis, GDP FP detection; inhibition, % at 16.5 µM; 0.19% of 360,000 active; AID 624377; in the data active means inhibition above about 25%;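 further: 0% = vehicle with enzyme and substrate and 100% = no enzyme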
Tn7 DDE FP: disrupts Tn7 cyclic peptide binding to fibrin D-Dimer-E complex; P02675; FP displacement of FITC-Tn7 peptide from fibrin DD(E); 0% = median of compound wells per plate; inhibition, % at 8.3 µM; 0.13% of 370,000 active;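 active means inhibition above the mean of compounds falling within the control limits plus 3 SD of them, cut at about 14% in these data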;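 further: 0% = plate median of compound wells and 100% = 10 µM Aha-Tn7 peptide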
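Assay system: Fibrin-DD(E) protein isolated from polymerized human fibrin clots; read-out basis: percent inhibition; medium: Tris/NaCl/CaCl2 buffer, pH 7.8; signal: FP measurement; incubation: 10 min plus 3 h, room temperature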
ARFGAP1 inh: inhibitors of rat ARFGAP1; Q62848; Arfgap1-stimulated ARF1 GTP hydrolysis, GDP FP detection; inhibition, % at 16.5 µM; AID 651572; 0.26% of 360,000 active;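 active means inhibition above a per-plate limit, mean inhibition of low control wells plus 3 SD, cut at about 25% in these data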;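 further: 0% = DMSO wells with enzyme and 100% = wells lacking Arfgap1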
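System: truncated rat Arfgap1 GAP domain / Benchmarks: high control wells lacking Arfgap1, low control full reaction with DMSO / Times: compound-enzyme preincubation 20 min, reaction 120 min, detection 60 min, 25 °C / Repeats: one replicate per compound / Also added: human ARF1(Δ1-17)-GTP substrate / Measured by: Tracer-displacement fluorescence polarization with EDTA stop, 620/688 nm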
ADAM17 inh: inhibitors of human ADAM17; 0.83% of 370,000 active; recombinant ADAM17, EDANS/DABCYL FRET peptide cleavage; inhibition, % at 6.95 µM;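 active means inhibition above the mean of compounds lying between control limits plus 3 SD, set per campaign, cut at about 8.5% in these data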;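 further: 0% = DMSO-only wells as the low control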
SIAE primary: human SIAE inhibition, primary screen; SIAE FP-Rh probe binding, fluorescence polarization; inhibition, % at 9.66 µM; 0.69% of 370,000 active; Q9HAT2; AID 1053197;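 active means inhibition above a cutoff: mean of compounds within the control limits plus 3 SD of those, cut at about 17% in these data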;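 further: 0% = plate median of compound wells and 100% = probe without SIAE protein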
TDP2 absorb: TDP2 (human) inhibition, absorbance primary screen | inhibition, % at 12.8 µM | recombinant TDP2, T5PNP hydrolysis, p-nitrophenol absorbance 415 nm | O95551 | 0.34% of 370,000 active;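 active means inhibition above the mean of all tested compounds plus 3 SD, set per campaign, cut at about 25% in these data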;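 further: 0% = DMSO with enzyme and 100% = buffer with substrate but no TDP2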
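Incubation: 2 h at 37 °C; Test system: recombinant human TDP2; Quantity: enzyme 120 nM; Read-out basis: percent inhibition; Medium: 50 mM Tris-HCl pH 7.5 with Mg2+, KCl, DTT, BSA; Repeats: single replicate; Compound: 12.8 µM single point, 1% DMSO; Signal: epi absorbance; Reagent: 5 mM T5PNP chromogenic substrate; Benchmarks: no-enzyme high, DMSO-plus-enzyme low.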
PLC-beta3 inh: blocks human PLC-beta3 enzyme activity; AID 720704; 0.18% of 370,000 active; Purified PLC-beta3, fluorogenic substrate, fluorescence; inhibition, % at 12.2 µM; Q01970; in the data active means inhibition above about 11%;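 further: 0% = median of compound wells on plate and 100% = full blocker control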
* hit, by the source's call; · = no result given; & = joins results of further samples.

SMILES	ADAM10 inh	DDE Tn6 FP inh	PLC-gamma1 inh	ASAP1 GAP inh	Tn7 DDE FP	ARFGAP1 inh	ADAM17 inh	SIAE primary	TDP2 absorb	PLC-beta3 inh
O=C(COC(=O)c1ccc2c(c1)OCO2)Nc1ncc(Cl)cc1Cl	-3	-1	-3	11	-3	-8	-5	2	1	-3
COc1ccc(-n2c(=O)[nH]cc(C(=O)Nc3ccccc3)c2=O)cc1	-5	-6	1	5	-2	3	0	0	-3	3
COc1ccc(S(=O)(=O)N2CCC[C@H]2C(=O)NC2=NCCS2)cc1	-1	2	-1	-1	1	-5	-2	6	-8	1
CCN(C(=O)c1ccco1)c1nnc(-c2ccc(OC)cc2)s1	-2	-8	-1	11	3	10	1	2	8	-1
CN(CCOc1ccc(CC2SC(=O)NC2=O)cc1)c1ccccn1 (stereo not drawn)	-23&-31	-3&-8	-4&-6	2&-1	2&-4	6&-3	-10&-10	-7&-3	0&3	-5&-5
COc1cc(OC)c(-n2cc(-c3ccc(Cl)cc3)[nH]c2=O)cc1Cl	-2	1	2	6	0	9	2	3	-4	2
O=C(O)c1cc(S(=O)(=O)NCCOc2ccccc2)ccc1Cl	-12	-2	1	-18	-3	4	-3	-7	5	-3
O=C(CCc1ccccc1)NNC(=O)c1ccc(Br)cc1	6	-3	1	5	7	6	-2	1	-1	3
COC(=O)c1cc(NC(=O)c2cc(-c3ccc(C(F)(F)F)cc3)oc2C(F)(F)F)ccc1N1CCOCC1	0	-8	-2	2	-1	-3	-5	13	0	-8
CC(C)c1ccc(N(CC(=O)NCc2cccnc2)S(=O)(=O)c2ccccc2)cc1	14	2	9	16	-5	6	4	-5	-15	0
CC1(C)CC(=O)c2sc(N)nc2C1	0	-4	3	-5	-1	-4	-2	0	-2	3
COc1ccc(NC(=O)NCCc2ccc(Cl)cc2)cc1OC	-4	5	1	-12	-2	-2	5	3	0	4
C=CCNC(=O)C1=NOC(CNC(=O)c2c(-c3ccccc3Cl)noc2C)C1 (stereo not drawn)	10	5	5	-5	7	-5	-4	-1	8	3
COc1ccc(C(=O)Nc2ccc3nc(C)sc3c2)cc1OC	2	-4	-3	-1	0	-2	-4	-10	12	-5
Cc1cccc([C@@H]2[C@@H]3C(=O)N(Cc4ccccc4)C(=O)[C@@H]3[C@]3(Cc4ccc(Cl)cc4)C(=O)N(c4ccccc4)C(=O)N23)c1	7	0	-1	9	3	0	-3	-7	9	-4
COc1ccccc1-c1nnc(SCC(=O)OC(C)C)o1	0	2	-2	9	5	-14	-8	-2	11	0
COc1ccc(-c2nn(-c3ccccc3)cc2/C=N/O)cc1	14	1	3	13	-1	23	3	-10	-15	-5
Cc1nn(C)c(C)c1NC(=O)Nc1ccc(Cl)c(Cl)c1	4	-10	2	3	-3	16	4	-18	-9	-5
CCCc1nn2c(=O)cc(CSCC(=O)Nc3ccc(F)cc3)nc2s1	-11	1	-2	-19	-1	4	-6	2	13	-6
COC(=O)Nc1ccc(S(=O)(=O)Nc2ncccn2)cc1	-1	-2	1	5	-7	-2	2	1	-7	3
CCC(=O)Nc1sc2c(c1C(=O)N(C)C)CCCCC2	-4	2	-2	6	2	11	-6	4	1	0
CCCCOC(=O)Nc1nc(CC(=O)OCC)cs1	-8	-7	-3	1	4	5	0	-3	2	1
O=C1C2CC=CCC2C(=O)N1c1nccs1 (stereo not drawn)	-7	-3	4	-8	1	13	0	4	-5	4
COc1ccc(-c2csc3ncnc(N4CCN(c5ccccc5Cl)CC4)c23)cc1	-2	0	-4	3	-1	-8	-3	6	9	-7
COc1ccc(-n2nnnc2/C=C\Nc2ccccc2C(=O)c2ccccc2)cc1	-1	-8	-2	0	7	12	-2	-12	15	0
Cc1ccc(N=c2ssnc2Cl)cc1	-2	4	4	5	1	-8	1	2	0	2
O=C(NCC1CCCO1)C(c1cccs1)N(Cc1cccs1)C(=O)Cn1nnc(-c2cccs2)n1 (stereo not drawn)	3	-2	1	-1	4	-7	-1	-2	-11	-1
CCS(=O)(=O)N1CCC(C(=O)NCc2ccc(OC)cc2)CC1	8	-3	1	-6	-2	-16	2	0	-4	5
Cn1cnc([N+](=O)[O-])c1Nc1ccc(O)cc1	-3	11	0	2	4	-6	1	6	-15	0
CCC(c1nnnn1CCOC)N1CCN(c2cccc(C(F)(F)F)c2)CC1 (stereo not drawn)	10	2	4	-2	11	12	2	2	-1	4
CN(C)CCCn1c(=O)n(C2CCCCC2)c(=O)c2c3c(sc21)CCCCC3	4	-3	4	3	7	-5	-4	-9	-18	1
Cc1ccc(S(=O)(=O)N2CCOCC2)cc1NC(=O)COC(=O)Cc1ccccc1	-11	-1	1	0	3	-8	2	1	3	-3
Cc1ccc(S(=O)(=O)Oc2ccccc2/C=N/Nc2ccc(C(=O)O)cc2)cc1	12	-8	-61	8	4	-12	3	5	-10	-94
O=C(c1ccc2ccccc2n1)N1CCN(c2ccccc2Cl)CC1	-4	-3	-1	4	1	6	0	8	-1	-3
COc1cc(Cl)cc(C2NC(=O)NC(C)=C2C(C)=O)c1OCC(=O)O (stereo not drawn)	1	-5	-4	-7	0	2	-6	2	4	-3
CC(NCCC(c1ccccc1)c1ccccc1)c1ccccc1 (stereo not drawn)	-8	5	0	4	1	-6	-5	2	0	2

Profiles from above. Values in the order: ADAM10 inh | DDE Tn6 FP inh | PLC-gamma1 inh | ASAP1 GAP inh | Tn7 DDE FP | ARFGAP1 inh | ADAM17 inh | SIAE primary | TDP2 absorb | PLC-beta3 inh
`Cc1ccc(S(=O)(=O)N2CCOCC2)cc1NC(=O)COC(=O)Cc1ccccc1` across the screens: -11 | -1 | 1 | 0 | 3 | -8 | 2 | 1 | 3 | -3
`CCS(=O)(=O)N1CCC(C(=O)NCc2ccc(OC)cc2)CC1` across the screens: 8 | -3 | 1 | -6 | -2 | -16 | 2 | 0 | -4 | 5

Following part
SMILES	ADAM10 inh	DDE Tn6 FP inh	PLC-gamma1 inh	ASAP1 GAP inh	Tn7 DDE FP	ARFGAP1 inh	ADAM17 inh	SIAE primary	TDP2 absorb	PLC-beta3 inh
CCOc1ccc(N(CC(=O)NCc2ccc(Cl)cc2)S(=O)(=O)c2c(C)noc2C)cc1	7	0	0	-18	4	-8	-1	3	8	-9
COCCn1c(SCC(=O)NNC(=O)c2cc(Cl)ccc2OC)nnc1-c1ccncc1	-8	-6	-9	1	0	-2	-2	1	2	-9
CCOC(=O)c1ccccc1NC1c2ccccc2C(=O)N1c1cc(C)ccn1 (stereo not drawn)	-15	-7	-2	-2	-1	8	-5	-2	-2	-7
O=C(O)CSc1c(-c2ccccc2)[nH]c2ccccc12	-12	6	0	-4	-9	7	-3	5	-3	-6
Cc1ccc(OCc2cc(C(=O)N(C)CCc3ccccc3)no2)cc1C	8	1	-1	4	-3	4	3	-7	-16	-6
O=C(Nc1ccc(OCc2ccccc2)cc1)c1cccnc1	-7	-1	0	4	-1	5	-5	1	0	0
N#Cc1nc(COc2ccc(F)cc2)oc1NCCN1CCOCC1	2	0	8	-4	3	-2	7	1	-6	6
CCOC(=O)Cn1cc(CN2CCS(=O)(=O)N(Cc3ccc(F)cc3)C(C(=O)OC)C2)nn1 (stereo not drawn)	0	-8	5	·	-1	·	2	1	-1	1
Cc1ccc(NC(=O)CSCc2n[nH]c(=O)[nH]2)c(Br)c1	1	-2	-2	-3	3	5	-1	-2	0	4
COc1ccc(N(CC(=O)N2CCN(c3ccc(F)cc3)CC2)S(=O)(=O)c2c(C)n[nH]c2C)cc1	0	1	2	-9	1	1	2	-3	7	1
COc1ccccc1C(=O)NCCc1c(C)[nH]c2c(C)ccc(F)c12	-13	-8	-1	2	-5	5	-7	0	-8	-6
O=C(NCC1CC1)c1onc(CSc2ccccc2)c1C(=O)NCC1CC1	4	3	-4	11	1	15	1	-5	-9	-6
COc1ccc(-c2nc(C#N)c(N3CC(C)OC(C)C3)o2)cc1OC (stereo not drawn)	-242	-6	-11	-2	-7	-13	-70	2	1	-12
COc1ccc(NC(=O)CSc2ccc(-c3sc(C)nc3C)nn2)cc1	-1	1	-1	-20	10	-4	-3	-2	5	-1
CCNC(=O)c1ccccc1CCc1ccccc1	1	-13	2	-6	-3	-6	-5	-1	11	-6
CC(CN1CCOCC1)OC(=O)c1ccccc1Cl (stereo not drawn)	1	-6	-1	-4	-7	8	-2	-8	-9	-1
CN(C(=O)Cn1c(Cl)nc2c1c(=O)n(C)c(=O)n2C)C1CCS(=O)(=O)C1 (stereo not drawn)	-6	7	0	-1	3	-6	-2	2	8	-3
O=C(Nc1ccc2c(c1)OCCO2)c1ccc(Br)c(S(=O)(=O)N2CCOCC2)c1	8	-12	0	10	-6	17	-1	-2	1	0
CCCCC(=O)Nc1ccc(NC(=O)c2ccccc2OC)cn1	1	5	0	2	4	-4	-4	5	-3	3
Cc1ccc(-n2c(C)nc3c(cnn3-c3ccccc3Cl)c2=O)cc1C	10	-6	9	2	-12	13	4	-7	-11	4
CCOC(=O)N1CCN(C(=S)NC(=O)c2cc(Br)ccc2Cl)CC1	4	0	0	-5	-1	1	-1	-6	-2	-7
CC(SC(=S)N1CCOCC1)C(=O)O (stereo not drawn)	3	5	12*	-9	-5	-3	3	-6	-4	2
Cc1nnc(SCC(=O)N(C)Cc2ccccc2)[nH]c1=O	-9	3	-1	-2	3	-2	-4	9	43*	-1
O=C(Nc1ccncc1)Nc1ccccc1Cl	6	-3	1	-15	-4	6	-3	-4	4	0

Limited to TDP2 absorb and PLC-gamma1 inh, for some of the entries so far:
SMILES	TDP2 absorb	PLC-gamma1 inh
COC(=O)c1cc(NC(=O)c2cc(-c3ccc(C(F)(F)F)cc3)oc2C(F)(F)F)ccc1N1CCOCC1	0	-2
CCOc1ccc(N(CC(=O)NCc2ccc(Cl)cc2)S(=O)(=O)c2c(C)noc2C)cc1	8	0

(listing goes on)
SMILES	ADAM10 inh	DDE Tn6 FP inh	PLC-gamma1 inh	ASAP1 GAP inh	Tn7 DDE FP	ARFGAP1 inh	ADAM17 inh	SIAE primary	TDP2 absorb	PLC-beta3 inh
CC(=O)c1ccc(S(=O)(=O)Nc2ccc(C(=O)NCC(c3ccccc3)N(C)C)cc2)cc1 (stereo not drawn)	5	-3	4	-1	-6	0	0	-5	-19	1
COc1cc(/C=C/C=C2/CC/C(=C/C=C/c3ccc(O)c(OC)c3)C2=O)ccc1O	22*	-15	-33	5	1	-4	17*	2	-8	-63
CC1Cc2cc(C3(O)C(=O)c4ccccc4C3=O)ccc2N1 (stereo not drawn)	3	-3	2	-12	1	1	3	4	11	2
CC(=O)Nc1ccc(C(=O)CSc2nnc(Cc3ccccc3)o2)cc1	13	8	4	3	-1	8	2	-1	-10	0

Assay outcomes deposited in PubChem BioAssay by The Scripps Research Institute Molecular Screening Center.

Rows were taken by chance; about 3.6% have a hit in one of these screens.
